USP2a block: qHTS Assay for Inhibitors of Ubiquitin-specific Protease USP2a Using CHOP2 as the Reporter. Ubiquitin carboxyl-terminal hydrolase 2 (Homo sapiens), O75604. USP2 core, Ub-CHOP2 coupled fluorogenic reporter, 485/531. actives 0.01% (n = 330,000). Potency, µM (top dose mostly 38.3 µM), for the others: at the highest dose activity change, negative = inhibition, most hits filed as inhibitors. AID 463254, 2010;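 further: potency means the concentration at half of the fitted maximal effect; plate controls were DMSO wells for no effect and full inhibition by NEM control for full effect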
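Cell-free coupled assay: 10nM USP2 core preincubated 30min RT with compound in Tris-HCl pH 8.0/CaCl2/CHAPS buffer, then 25nM Ub-CHOP2 and 25nM reporter substrate; fluorescence (Ex 485/Em 531) read after 60min RT, normalized to NEM inhibition, concentration-response curves fitted.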
Chronic BCR inh: qHTS Assay to Find Inhibitors of Chronic Active B-Cell Receptor Signaling; ABC-DLBCL IkBa-CBG/CBR reporter, luminescence ratio, 4 h; Potency, µM (top dose mostly 46.1 µM), for the others: at the top dose ratio change, negative = lower green/red ratio, most hits filed as inhibitors; actives 0.05% (n = 340,000); AID 493014, 2011; active means well fitted inhibition curve with a large enough effect in the signal ratio, with a control signal flat, not every such curve was filed as active; inconclusive means small, poorly fitted or top-dose-only effect, or effect the other way, or a change in a side signal; the % refers to the signal ratio;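 further: potency means the concentration at half of the fitted maximal effect; plate controls were basal doxycycline-induced cells for no effect and cells given 10 µM MG132 for full effect; MG132 reads +100%, hits lower the ratio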
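Cell line TMD8 (human ABC DLBCL), stably expressing tet-inducible CBG68-IkBa fusion and CBR; IMDM/0.5% FBS; cpd up to 46 uM; dox induction, 4 h, 37C/5% CO2; dual luminescence; green/red ratio; MG132 control.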
TSG101-PTAP inh: qHTS Assay for Iinhibitors of HIV-1 Budding by Blocking the Interaction of PTAP/TSG101; Potency, µM (doses to about 115 µM), for inactives: at the highest dose activity change, negative = inhibition, usual class: inhibitors; Fluorescence polarization, FITC-PTAP peptide / Tsg101 binding; 340,000 tested, under 10 active; active means well fitted inhibition curve with a large enough effect in the main read-out, with a control signal flat, not every such curve was filed as active; inconclusive means small, poorly fitted or top-dose-only effect, or effect the other way, or a change in a side signal; inactive means no such curve, though single readings can be large or run the other way; further: potency means the concentration at half of the fitted maximal effect; % of control where 0% means no effect
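Fluorescence polarization binding of Tsg101 binding domain (10 uM final) to FITC-labeled PTAP peptide (50 nM final) in HEPES pH 7.5 buffer with NaCl, Tween 20, EDTA, TCEP. Compounds added before peptide; binding 20 min at RT.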
Mito fusion act: qHTS Assay for Small Molecule Inhibitors of Mitochondrial Division or Activators of Mitochondrial Fusion. S. cerevisiae fusion-defective mutant growth rescue, CellTiterGlo 48 h. Potency, µM (top dose mostly 46.1 µM), without a hit: at the highest dose growth rescue (activation), usual class: activators. actives 0.23% (n = 320,000). AID 485298, 2010;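 further: potency means the concentration at half of the fitted maximal effect; % of control where 0% means no effect; nearly all actives have a fitted effect of over 45% in size; temperature-sensitive fusion mutants such as fzo1-1 at 37 °C on non-fermentable ethanol glycerol medium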
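Luminescent cell viability in 1536-well qHTS format served as the measure of rescued growth in ts fusion-mutant S. cerevisiae cultured on non-fermentable YPEG for 48 hours at 37C.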
TCR act: Activators of T cell receptors: qHTS campaign; primary human leukocytes, anti-CD3, IL-2 HTRF, 48 h; Potency, µM (series often up to 9.22 µM), without a hit: top-dose activation of IL-2 secretion, most hits filed as activators; 330,000 tested, under 10 active; further: % of control where 0% means no effect
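Readout: HTRF IL-2, Eu-cryptate/d2 antibody pair, 320nm excitation, 665nm emission. Stimulus: a-CD3 beads, no co-stimulation. Cells: primary human leukocytes. Exposure: 48 hr with compound.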
B2AR arrestin: qHTS assay of beta-arrestin-biased ligands of beta2-adrenergic receptor. actives 0.02% (n = 330,000). Beta-2 adrenergic receptor (Homo sapiens), P07550. Potency, µM (top dose mostly 46.1 µM), without a hit: top-dose activation, usual class: activators. beta-arrestin recruitment to beta2AR, cell-based reporter. AID 492947, 2010;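 further: potency means the concentration at half of the fitted maximal effect; 0% = DMSO controls and full agonism = EC100 isoproterenol or metaproterenol; nearly all actives have a fitted effect of over 65% in size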
Target sequence (P07550 whole entry, looked up): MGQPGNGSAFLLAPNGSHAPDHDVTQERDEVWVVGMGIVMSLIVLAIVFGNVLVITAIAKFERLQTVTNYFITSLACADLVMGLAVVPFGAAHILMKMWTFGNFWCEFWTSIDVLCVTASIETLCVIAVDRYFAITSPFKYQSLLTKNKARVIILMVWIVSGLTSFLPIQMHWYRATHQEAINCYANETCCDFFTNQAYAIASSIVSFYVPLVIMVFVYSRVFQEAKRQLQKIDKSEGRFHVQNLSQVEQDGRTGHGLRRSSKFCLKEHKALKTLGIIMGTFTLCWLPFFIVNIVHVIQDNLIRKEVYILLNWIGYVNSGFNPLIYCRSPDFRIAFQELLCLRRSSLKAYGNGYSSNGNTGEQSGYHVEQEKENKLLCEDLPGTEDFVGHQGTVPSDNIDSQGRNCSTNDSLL
ELG1 DNA repair: qHTS screen for small molecules that inhibit ELG1-dependent DNA repair in human embryonic kidney (HEK293T) cells expressing luciferase-tagged ELG1. HEK293T ELG1-luciferase reporter, luminescence, 16 h; DNA damage induced by 5-fluorouridine. AID 504467, 2011. Potency, µM (series often up to 46.1 µM), for the others: at the highest dose activity change, negative = inhibition, usual class: inhibitors. actives 2.3% (n = 330,000); further: potency means the concentration at half of the fitted maximal effect; on the % scale 0 is the no-effect control and ±100 the full control effect; nearly all actives have a fitted effect of over 55% in size
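Cells (2,000 per well) received 5-fluorouridine plus test compound or DMSO and were incubated 16 hr at 37 °C, 5% CO2. Luciferase activity was read by luminescence 30 min after ONE-Glo addition; signal suppression marked inhibition of damage-induced ELG1 function.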
TSHR antagonist: Antagonists of the Thyroid Stimulating Hormone Receptor: HTS campaign | Thyrotropin receptor (Homo sapiens), P16473 | TSHR-expressing cells, TSH-stimulated cAMP HTRF, 2 h; hits give low values | activity change, negative = inhibition, % at 11.5 µM | actives 0.2% (n = 330,000);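 active means activity change below a set negative limit, meaning inhibition stronger than a set level, cut at about -70% in these data; inconclusive means activity change between two set negative limits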; further: on the % scale 0 is the no-effect control and ±100 the full control effect
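Freshly harvested TSHR cells receive pin-tooled compound, then EC80 TSH at 4nM final. After 2 hours at 37 deg C, antibody in lysis buffer and cAMP-d2 are added; 30 minutes at ambient temperature precede the HTRF read.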
Tb PFK inh: qHTS Assay to Find Inhibitors of T. brucei phosphofructokinase. ATP-dependent 6-phosphofructokinase (Trypanosoma brucei brucei), O15648. AID 485367, 2010. actives 0.17% (n = 330,000). Potency, µM (series often up to 57.5 µM), inactives show top-dose activity, negative = inhibition, usual class: inhibitors. T. brucei PFK, ADP-Glo luminescence;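 further: potency means the concentration at half of the fitted maximal effect; 0% = uninhibited 1x PFK enzyme wells and -100% = no-enzyme wells; nearly all actives have a fitted effect of over 60% in size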
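ADP-Glo luminescence quantified ADP after 45 min at room temperature, with 1.25 nM T. brucei PFK, 0.1 mM ATP and 0.5 mM fructose-6-phosphate in pH 8.0 TEA buffer. qHTS titrations up to 57 µM; curves classified by quality.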
Eya2 phos inh: qHTS Assay for Inhibitors of the Phosphatase Activity of Eya2. AID 488837, 2010. Potency, µM (series often up to 76.9 µM), inactives show top-dose activity, negative = inhibition, hits mostly inhibitors. Protein phosphatase EYA2 (Homo sapiens), O00167. actives 0.006% (n = 330,000). recombinant Eya2, OMFP fluorescence dephosphorylation (OMFP is methylfluorescein phosphate); further: potency means the concentration at half of the fitted maximal effect; on the % scale 0 is the no-effect control and ±100 the full control effect
Target sequence (O00167 whole entry, looked up): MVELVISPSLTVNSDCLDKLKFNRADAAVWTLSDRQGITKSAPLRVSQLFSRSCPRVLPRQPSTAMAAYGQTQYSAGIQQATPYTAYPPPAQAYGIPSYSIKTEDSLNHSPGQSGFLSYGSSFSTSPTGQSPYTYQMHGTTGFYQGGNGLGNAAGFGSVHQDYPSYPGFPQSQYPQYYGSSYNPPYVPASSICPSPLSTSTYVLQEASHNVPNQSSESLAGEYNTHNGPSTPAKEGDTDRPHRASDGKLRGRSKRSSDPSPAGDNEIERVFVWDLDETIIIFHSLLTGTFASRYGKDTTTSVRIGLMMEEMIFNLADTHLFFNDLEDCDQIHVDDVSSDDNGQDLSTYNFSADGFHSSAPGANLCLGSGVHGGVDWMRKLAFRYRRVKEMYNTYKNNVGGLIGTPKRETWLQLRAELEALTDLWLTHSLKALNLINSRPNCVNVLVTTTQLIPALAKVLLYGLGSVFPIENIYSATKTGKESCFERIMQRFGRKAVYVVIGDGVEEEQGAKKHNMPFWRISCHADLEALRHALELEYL
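Eya2 (0.2 uM) preincubated 10 min at ambient with compound, then OMFP substrate added at 50 uM; 10 min reaction in 50 mM HEPES pH 7.5, 50 mM NaCl, 5 uM MgCl2, 0.05% BSA, 1 mM DTT. Fluorescence read at Ex 485/Em 525 nm.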
uPA surface inh: qHTS for Inhibitors of Cell Surface uPA Generation; cell surface uPA generation assay, qHTS; Potency, µM (titrated, usually from 38.3 µM), for inactives: top-dose activity change, negative = inhibition, actives largely listed as inhibitors; actives 0.31% (n = 330,000); AID 540303, 2011; active means well fitted inhibition curve with a large enough effect; inconclusive means small, poorly fitted or top-dose-only effect; inactive means no such curve, though single readings can be large or run the other way; tested in mouse RAW 264.7 cells; further: potency means the concentration at half of the fitted maximal effect; on the % scale 0 is the no-effect control and ±100 the full control effect; nearly all actives have a fitted effect of over 55% in size
Active calls of the source: *; ? = inconclusive; nt = not tested or not shown; [ ] = another dose, or the depositor's remark. Unless noted, the call rests on the fitted dose curve; in most records, active means well fitted curve in the direction sought with a large enough effect; inconclusive means small, poorly fitted or top-dose-only effect, or another doubt; inactive means no such curve, though single readings can be large; an effect the other way counts as inactive or inconclusive. Rows were taken by chance. Share with any hit: about 3%.

SMILES	USP2a block	Chronic BCR inh	TSG101-PTAP inh	Mito fusion act	TCR act	B2AR arrestin	ELG1 DNA repair	TSHR antagonist	Tb PFK inh	Eya2 phos inh	uPA surface inh
Cc1cc(C)c(S(=O)(=O)Nc2cccc(S(=O)(=O)NC3=NCCC3)c2)c(C)c1	10%	0%	-5%	-3%	-6%	-0.6%	2%	10	5%	10%	1%
Cc1ccccc1/C=N\NC(=O)c1ccc(Cn2cccn2)o1	-1%	-5%	0%	-6%	-9%[46.1 µM]	0.5%	8%	16	-2%	6%	-4%
CN(C(=O)c1ccc(NC(=O)C2CCCN(C(=O)OC(C)(C)C)C2)cc1)C1CCCC1 (configuration not stated)	2%	-4%	0%	nt	2%	-0.6%	?	-17	4%	7%	2%
COCC(C)NS(=O)(=O)c1ccc(C)cc1 (configuration not stated)	1%	-4%	0%	-2%	4%	0.0%	-16%	3	-1%	3%	2%
Cc1ccccc1NC(=O)COC(=O)c1cccc(S(=O)(=O)N2CCCCC2)c1	5%	12%	-6%	3%	10%	-0.1%	?	-7	-26%	5%	?
O=C(CCNS(=O)(=O)c1ccc(OC(F)(F)F)cc1)N1CCN(C/C=C/c2ccccc2)CC1	4%	3%	0%	-2%	5%	-0.2%	-20%	-18	1%	-6%	0%
O=C(NN=Cc1cccc([N+](=O)[O-])c1)c1cc(-c2cccnc2)nc2ccccc12	4%	?	2%	nt	-6%	-0.1%	23µM*	-2	0%	0%	-2%
C[C@@H]1NC(=O)c2cc([N+](=O)[O-])cc(I)c2OCC[C@@H](C(=O)NC(CC(=O)O)C(N)=O)NC(=O)[C@H](CC(N)=O)NC1=O (some centres not stated)	0%	-1%	-4%	1%	-4%	-0.5%	4%	4	-2%	8%	4%
Cc1ccc(N2C(=O)C3C4C=CC(C4)C3C2=O)cc1 (configuration not stated)	5%	?	-3%	3%	-2%	-0.2%	0%	-1	0%	8%	-1%
Cc1cc(C(C)(C)C)oc1C(=O)NCCCNC(=O)c1oc(C(C)(C)C)cc1C	3%	3%	-8%	0%	1%[46.1 µM]	0.0%	9%	-2	-2%	-4%	6%
Cc1nnc(Cl)c2nn(-c3ccccc3F)c(C)c12	3%	-4%	1%	5%	0%[46.1 µM]	1.5%	?	22	?	11%	1%
COc1cc2c(cc1OC)C(c1ccccc1F)NCC2 (configuration not stated)	0%	?	-8%	2%	nt	-0.3%	-3%	0	0%	10%	10%
COc1ccc(CCNS(=O)(=O)c2cccc(S(=O)(=O)N3CCCC3)c2)cc1OC	1%	-3%	-4%	4%	0%	-0.1%	?	5	0%	-4%	-5%
CC(CC(=O)NCC1CCCO1)c1ccccc1 (configuration not stated)	-1%	7%	-8%	-1%	1%[46.1 µM]	-0.2%	21%	22	12%	1%	11%
Cc1ccc(-n2c(O)c(/C=N/c3ncn[nH]3)c3ccccc3c2=O)cc1	3%	0%	0%	0%	-2%	-0.2%	?	-9	-2%	13%	-8%
COC(C/C=C/C(=O)COCc1ccccc1)OC	-5%	?	-2%	-69%[inhibitor]	0%	-1.0%	-11%	-1	1%	-1%	7.1µM*
O=C(Cn1cc(S(=O)(=O)Cc2ccc([N+](=O)[O-])cc2)c2ccccc21)N1CCOCC1	-2%	5%	1%	0%	-5%	0.0%	-1%	-3	-11%	3%	1%
NS(=O)(=O)c1ccc(NC(=S)NCc2ccc(F)cc2)cc1	0%	0%	-3%	-1%	3%	-0.5%	?	3	24µM*	-9%	-1%
COc1ccc(OC)c(NC(=O)C2CCC(CNc3c(N4CCC(C)CC4)c(=O)c3=O)CC2)c1 (configuration not stated)	-1%	?	-4%	1%	-3%	0.5%	?	6	-1%	-7%	-28%
COc1ccc(Cc2nc3ccc(C(=O)N4CCCC4)cc3o2)cc1OC	1%	14%	1%	-4%	4%	-1.0%	?	5	-5%	12%	-2%

Some of these compounds in order of molecular weight, highest first:
SMILES	USP2a block	Chronic BCR inh	TSG101-PTAP inh	Mito fusion act	TCR act	B2AR arrestin	ELG1 DNA repair	TSHR antagonist	Tb PFK inh	Eya2 phos inh	uPA surface inh
O=C(CCNS(=O)(=O)c1ccc(OC(F)(F)F)cc1)N1CCN(C/C=C/c2ccccc2)CC1	4%	3%	0%	-2%	5%	-0.2%	-20%	-18	1%	-6%	0%
Cc1nnc(Cl)c2nn(-c3ccccc3F)c(C)c12	3%	-4%	1%	5%	0%[46.1 µM]	1.5%	?	22	?	11%	1%
CC(CC(=O)NCC1CCCO1)c1ccccc1 (configuration not stated)	-1%	7%	-8%	-1%	1%[46.1 µM]	-0.2%	21%	22	12%	1%	11%

Other entries
SMILES	USP2a block	Chronic BCR inh	TSG101-PTAP inh	Mito fusion act	TCR act	B2AR arrestin	ELG1 DNA repair	TSHR antagonist	Tb PFK inh	Eya2 phos inh	uPA surface inh
O=c1/c(=C\c2cccc(O)c2)sc2nc(-c3ccccc3)c(-c3ccccc3)n12	-6%	?	-1%	10%	3%	-0.2%	-5%	-19	-7%	15%	-5%
CC(=O)Nc1ccc(C(=O)OCC(=O)NC(=O)NC(C)(C)C)cc1	2%	?	-4%	3%	0%	-0.1%	-1%	-5	1%	4%	-2%
COc1cc(OC)cc(C(=O)NC(=S)Nc2ccc3oc(=O)ccc3c2)c1	3%	-8%	-2%	-7%	-2%	-0.1%	11%	-3	10%	1%	-2%
O=C1N=C(N2CCN(c3ccccc3)CC2)SC1Cc1ccccc1 (configuration not stated)	4%	13%	-1%	8%	4%[46.1 µM]	-0.9%	-2%	-3	1%	-9%	5%
CC1(/[N+]([O-])=C/c2ccc(Cl)cc2Cl)CCCCC1=O (configuration not stated)	-3%	-2%	-3%	-1%	2%	-0.4%	-7%	0	-1%	-28%	0%
CCOc1ccc(/C=C2\SC(=S)N(CCC(=O)Nc3ccccc3C(=O)O)C2=O)cc1	0%	?	-1%	-1%	-2%	0.0%	-8%	-15	2%	1%	-18%
COC(=O)c1cccc(NC(=O)c2ccc3c(c2)C(=O)N(Cc2cccnc2)C3=O)c1	2%	-8%	1%	-1%	1%	0.0%	5%	-16	1%	4%	8%
O=C(N/N=C/c1c[nH]c2ccccc12)C1CC1(c1ccccc1)c1ccccc1 (configuration not stated)	-4%	?	0%	-2%	1%[46.1 µM]	-0.3%	-3%	7	-5%	-14%	6%
COc1cccc(C(=O)NNC(=O)CCc2ccccc2)c1	0%	?	-4%	-4%	-4%	-0.2%	3%	4	-3%	-1%	5%
O=C(NC(=S)Nc1cccc(CO)c1)c1ccc(-c2ccccc2)cc1	0%	?	-4%	-8%	8%[46.1 µM]	7.1%	10%	-16	3%	1%	-1%
CC(=O)/C(=N\Nc1ccccc1)Sc1nncn1C	4%	1%	-2%	-1%	?	-0.4%	-2%	-3	-6%	0%	6%
O=C(COC(=O)Cc1ccsc1)Nc1cccc(F)c1	0%	4%	-3%	0%	-1%	5.6%	2%	5	-4%	-8%	23%
COc1ccccc1CN1C[C@@H]2C[C@@H](C3=Cc4cccc(OC)c4OC3)N3CCC[C@@]23C1=O	0%	6%	0%	3%	0%	3.3%	?	3	2%	7%	1%

Assay outcomes from PubChem.
